EP2 modulator: modulators of human EP2 prostaglandin E2 receptor. EP2-expressing cells, cAMP HTRF FRET, PGE2 co-stimulation. hit rate 0.83% among 260,000. AID 940. P43116. induction, % at 25 µM;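 active means compounds whose cAMP rise, as percent of the full-agonist control response, exceeds 60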;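 further: rat C6 glioma line stably carrying human EP2 under a CMV promoter; the protocol text gives 20 µM as final concentration; 100% = response of wells given 1 µM PGE2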
Target sequence (P43116 whole entry, looked up): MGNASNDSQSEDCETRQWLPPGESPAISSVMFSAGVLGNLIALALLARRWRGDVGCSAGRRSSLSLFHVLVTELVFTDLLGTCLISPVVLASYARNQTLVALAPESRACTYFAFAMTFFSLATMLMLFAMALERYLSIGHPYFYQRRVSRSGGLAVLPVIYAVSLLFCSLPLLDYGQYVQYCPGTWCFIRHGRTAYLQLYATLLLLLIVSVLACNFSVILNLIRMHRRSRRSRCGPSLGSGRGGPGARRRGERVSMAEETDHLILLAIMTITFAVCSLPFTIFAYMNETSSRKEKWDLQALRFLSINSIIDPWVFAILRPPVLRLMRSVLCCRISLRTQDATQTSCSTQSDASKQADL
EP2 antag: EP2 receptor (human) inhibition; P43116; C6 glioma cells expressing human EP2, cAMP TR-FRET; cells stimulated with saturating PGE2; inhibition, % at 25 µM; hit rate 0.52% among 260,000;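 active means percent inhibition above 40 after rounding to a whole number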;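 further: rat C6 glioma host cells with rolipram phosphodiesterase inhibitor present; the protocol text gives 20 µM as final concentration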
Starred values were filed as active, the others as inactive; & = joins results of further samples. Only part of the results is shown. The share of hits here may be higher or lower than overall.

Values run as follows: EP2 modulator	EP2 antag
Cn1c(SCC(=O)Nc2ccc(Cl)c(Cl)c2)nnc1C1CCCCC1
→ -37	16
Cc1ccccc1CCN(Cc1cc2cc3c(cc2[nH]c1=O)OCO3)C(=O)c1cccs1
→ 4	9
CCC(=O)N1CCc2cc(-c3csc(NC(=O)c4cc(OC)c(OC)c(OC)c4)n3)ccc21
→ -66	32
O=C(O)CN(CCN(CC(=O)O)CC(=O)O)CC(=O)O.[Mn+2]
→ 4	13
COCCCn1c(=N)c(C(=O)NCc2ccco2)cc2c(=O)n3cc(C)ccc3nc21
→ -14	19
C=CCNc1ncc(C2(c3ccccc3)CCCC2)s1
→ -16	2
[O-][N+]1(CC[N+]2([O-])CCCCC2)CCCCC1
→ -2	10
COC(=O)c1c(NC(=O)COc2ccccc2)sc(C(=O)NC2CCCCC2)c1C
→ 21	7
COc1ccccc1OCCSc1nnc(-c2ccco2)n1C
→ 1	10
CC1(C)S[C@@H]2[C@H](NC(=O)[C@@H](N)c3ccc(O)cc3)C(=O)N2[C@H]1C(=O)O
→ 7	9
CC(=O)OCC(=O)[C@@]12OC(C)(C)O[C@@H]1C[C@H]1[C@H]3CC=C4C[C@@H](O)CC[C@]4(C)[C@@H]3CC[C@@]12C
→ 52	40*
C/C(Cl)=C/Cn1c(NCCc2ccccc2)nc2c1c(=O)n(C)c(=O)n2C
→ -57	4
CCOC(=O)c1ccc(NC(=O)CSc2nnc(C3CCCCC3)n2CC)cc1
→ 17	9
Cc1cc(NC(=O)c2ccco2)ccc1NC(=O)c1ccco1
→ -20	14
COc1cccc(N(C(=O)c2ccccn2)C(C(=O)NC2CCCCC2)c2ccc(F)cc2)c1 (centres undefined)
→ -21	7
Cc1ccc(NC(=O)Cn2cc(C(=O)C3CC3)c3ccccc32)cc1
→ 18	10
CC1([N+](=O)[O-])CN(CCC(=O)O)CN(CCC(=O)O)C1
→ 24	6
Cc1ccc2cc(CN(C(=O)N3CCOCC3)C3CCCC3)c3nnnn3c2c1
→ 9	16
Cc1ccc(-c2cc(C(=O)N3CCOCC3)no2)cc1
→ -47	9
O=C1C(=O)c2ccccc2C(O)=C1Cc1ccccc1
→ 19	7
Cc1ccc2nc(SCC(=O)NNC(=O)C3CCCCC3)c(C)cc2c1
→ 16	11
O=C(CSc1ncccc1-c1nc2ccccc2[nH]1)c1ccc(F)cc1
→ -58	20
COc1cc2[nH]c(=O)c(C(=O)NCCCOC(C)C)c(O)c2cc1OC
→ 14	7
Cc1ccc(S(=O)(=O)N2CCOCC2)c(C)c1
→ -4	8
COc1cccc(C(=O)NC(=S)Nc2ccc(NC(=O)c3ccco3)c(OC)c2)c1
→ 2	7
COc1ccc(CNCc2cc3c(C)nn(-c4ccccc4)c3[nH]c2=O)cc1OC
→ -41	14
COc1cc2cc(CN(Cc3cccs3)S(=O)(=O)c3ccccc3)c(=O)[nH]c2cc1OC
→ -92	11
CCOC(=O)c1sc2ncn(CC(=O)Nc3ccc(F)cc3)c(=O)c2c1C
→ -7	9
CN1CCN(S(=O)(=O)c2ccc(NC(=O)c3ccccc3Cl)cc2)CC1
→ -29	11
COC(=O)c1cc(-c2ccc(N(C)C)cc2)no1
→ -75	16
COc1cc(C(=O)Nc2sc(C(=O)N3CCCCC3)c(C)c2C#N)cc(OC)c1OC
→ -15	13
CC1(C)O[C@@H]2CC3C4CCC5=CC(=O)C=C[C@]5(C)[C@@]4(F)[C@@H](O)C[C@]3(C)[C@]2(C(=O)CO)O1 (some centres undefined)
→ -2	12
CC1CCc2c(sc3nnn(CC(N)=O)c(=O)c23)C1 (centres undefined)
→ -9	6
Cc1cc2nnc(SCC(=O)Nc3ccc(Cl)cc3)n2c2ccccc12
→ -14	11
CCc1nnc(NC(=O)c2ccc(S(=O)(=O)N3CCCC3)cc2)s1
→ -16	5
CCOc1ccc2[nH]c(=O)c(CN(CCO)C(=S)NCCCN(C)C)cc2c1
→ -58	5
COc1ccc(OC)c(NC(=O)CSc2nc3cc(C)ccc3cc2C)c1
→ 30	11
Cc1cccc(-n2c(-c3ccco3)nn(CC(=O)N3CCCCCC3)c2=O)n1
→ -14	5
O=C(NCCCCCNC(=O)c1ccncc1)c1ccncc1
→ 15	1
COc1cccc(CN2CCN(CC(N)=O)[C@@H](C)C2)c1
→ 4	1
CCC(C)(C)n1nnnc1C(c1cc2cc(C)c(C)cc2[nH]c1=O)N1CCc2ccccc2C1 (centres undefined)
→ 26	17
COC(=O)c1cc(S(=O)(=O)N2CCCCC2)c(Cl)cc1Cl
→ -14	11
CCn1c(CN2CCC(O)CC2)nc2ccccc2c1=O
→ 1	6
CCOc1ccc(NC(=O)CSc2nc(-c3ccc(OC)c(OC)c3)cc(C(F)(F)F)n2)cc1
→ 21	13
CCCOc1ccc(-c2nc3ccc(OC(C)=O)cc3c(=O)o2)cc1
→ -15	11
O=C(COc1ccccc1Cl)Nc1cccc2ncccc12
→ -62	14
CC(Nc1ccccc1)c1ccccn1 (centres undefined)
→ -3	12
O=c1[nH]c(/C=C/c2cn(Cc3ccccc3)c3ccccc23)nc(O)c1[N+](=O)[O-]
→ -5	8
COCC(O)CN1CCN(C(=O)c2nnn(-c3ccccc3)c2C)CC1 (centres undefined)
→ -7	1
NC(=Nc1ccccc1)NC(=O)c1nc(Cl)c(N)nc1N
→ -11	16&11
c1cncc(-n2cccc2CN2CCn3cnnc3C2)c1
→ -19	3
CCOC(=O)c1c(NC2SC(=O)N(c3ccccc3)C2=O)sc(C)c1C (centres undefined)
→ 25	18
Cc1ccc(C)c(N(C(=O)c2snc(C(N)=O)c2N)C(C)C(=O)NC2CCCC2)c1 (centres undefined)
→ -103	9
Cc1ccc2[nH]c(=O)c(CN(CCO)C(=S)NCCc3ccccc3)cc2c1
→ -70	9
CCOC(=O)c1ccc(NC(=O)C(=O)NCc2ccc3c(c2)OCO3)cc1
→ -48	12
Cc1cc(C)c2c(N)c(C(=O)Nc3ccc4sc(C)nc4c3)sc2n1
→ -16	18
CCOc1ccccc1NC(=O)N1CCc2nc(N3CCOCC3)[nH]c(=O)c2C1
→ -6	4
O=C(CCCl)N1c2ccccc2Sc2ccccc21
→ 70*	6
CC(C)N(Cc1ccc(C(=O)N2CCC3(CC2)NC(=O)c2ccccc2O3)o1)C(C)C
→ -14	8
CCN(CC)c1ccc2cc(C(=O)Nc3ccc(S(=O)(=O)N4CCCCCC4)cc3)c(=O)oc2c1
→ 20	5

Continued (two carried over from the part before).
Values run as follows: EP2 modulator	EP2 antag
CC(C)N(Cc1ccc(C(=O)N2CCC3(CC2)NC(=O)c2ccccc2O3)o1)C(C)C
→ -14	8
CCN(CC)c1ccc2cc(C(=O)Nc3ccc(S(=O)(=O)N4CCCCCC4)cc3)c(=O)oc2c1
→ 20	5
CCOC(=O)Cn1nnnc1CN(Cc1cc2cc(C)cc(C)c2[nH]c1=O)C1CCCCC1
→ 29	5
COc1ccc(C2CC(=O)C3=C(C2)NC(C)=C(C(=O)OC2CCCC2)C3c2cccs2)cc1OC (centres undefined)
→ 6	17
COCCCNC(=S)N(Cc1ccc(F)cc1)Cc1cc2ccc(C)c(C)c2[nH]c1=O
→ -44	12
O=C(CN1C(=O)[C@@H]2CCCN2C(=O)c2ccccc21)NCc1ccccc1F
→ -15	7
CC1(C)Oc2ccc(C(=O)NC3CCCCC3)cc2N(CC(=O)Nc2ccccc2Cl)C1=O
→ -21	10
Cc1ccc(CN(CCCn2ccnc2)Cc2cnc(N3CCCCC3)nc2)s1
→ -10	3
COc1ccc2c(Cl)c(C(=O)Nc3ccccc3C(N)=O)sc2c1
→ -45	18
CCC(C)(C)C(=O)O[C@H]1C[C@@H](C)C=C2C=C[C@H](C)[C@H](CC[C@@H]3C[C@@H](O)CC(=O)O3)[C@H]21
→ 49	11
O=C(COC(=O)c1ccco1)Nc1ccc(Cl)cc1Cl
→ -30	7
CCCCC/C=C\CC(O)/C=C/c1cccc(CC(O)CCCCO)n1 (centres undefined)
→ -13	11
CCC(=O)Nc1ccc(NC(=O)CSc2nnc(C(C)C)n2CC)cc1
→ -39	13
COc1ccc(N2CC(C(=O)Nc3ccccc3C)CC2=O)cc1 (centres undefined)
→ -12	4
CC1CCCCN1C(=O)COc1ccc(Cl)cc1Cl (centres undefined)
→ 12	17
CN(C)CCN(Cc1ccncc1)Cc1ccc(Cl)cc1Cl
→ -49	7
Cn1c(=O)c(C(=O)/C=C/c2cccs2)c(-c2ccccc2)c2cc(Cl)ccc21
→ 38	16
Cc1ccc(-n2nnnc2SCC(=O)Nc2nc3ccccc3s2)cc1C
→ -13	7
NCCSc1nc2ccccc2s1
→ 7	10
Cc1ccc(NC(=O)C2CCN(S(C)(=O)=O)CC2)c(C)c1
→ -16	7
Cc1cc(NS(=O)(=O)c2ccc(NC(=O)Nc3ccc(Cl)c(Cl)c3)cc2)no1
→ -110	8
O=C(COc1ccc(CNC2(c3ccccc3F)CCCC2)cc1)N1CCOCC1
→ -16	5
CC1CCCN(C(=O)CSc2nc3ccccc3n2Cc2ccccc2)C1 (centres undefined)
→ 35	6
CC(C)(C)NC(=O)C(c1ccncc1)N(C(=O)c1csnn1)c1cccc(F)c1 (centres undefined)
→ 0	12
Cc1cc(C)cc(NC(=O)COC(=O)c2ccccn2)c1
→ -16	5
CC1=C(C(=O)OC(C)C)C(c2ccc(F)cc2)C2=C(CC(C)(C)CC2=O)N1 (centres undefined)
→ 52	14
CC(C)(C)C(=O)Oc1cccc(Nc2ncnc3ccccc23)c1
→ -82	13
CCN1CCN(c2ccc(NC(=O)COc3ccc(OC)cc3)cc2Cl)CC1
→ -58	10
CSc1ncc(C(=O)NC2(c3ccccc3F)CCCC2)cn1
→ -28	4
CCc1cc2c(oc(=O)c3ccccc32)c(CN2CCOCC2)c1O
→ 36	21
CCOC(=O)c1c(NC(=S)NC)sc(C)c1C
→ 40	24
CCc1nnc(NC(=O)CC2CC3CCC2C3)s1 (centres undefined)
→ 2	5
CCC(=O)Nc1sc2c(c1C(=O)OC)CCC2
→ 54	7
COc1ccc(CN(Cc2cc3c(cc2OC)OCO3)CC2CCCO2)c(OC)c1 (centres undefined)
→ -3	3
COc1cccc(NC(=O)N2CCCC2C(=O)Nc2ccc(OC)c(OC)c2)c1 (centres undefined)
→ -48	9
OCC[n+]1c(-c2cccs2)cc(-c2cccs2)cc1-c1cccs1
→ 6	15
Cc1cccc2cc(CN(CCc3ccccc3)C(=O)c3cccs3)c3nnnn3c12
→ 43	10
N=C1C(c2nc3ccccc3c(=O)[nH]2)=C(O)CN1Cc1ccco1
→ -38	14
CC(=O)Nc1ccc(NCc2cccs2)cc1
→ -73	8
COc1ccc(NC(=O)NC2CC3CCCC(C2)N3Cc2ccc(C)cc2)cc1 (centres undefined)
→ -85	23
COC(=O)C1=C(C)NC2=C(C(=O)c3ccccc32)C1c1ccc(OC)cc1OC (centres undefined)
→ -8	5
Cc1cc2cc(CN(Cc3ccccc3)C(=O)N(C)C)c3nnnn3c2cc1C
→ -4	10
COc1cc(-c2nnc(N(C(=O)C3CCC3)C(C)C)s2)cc(OC)c1OC
→ -76	5
CN(C)CCCNC(=O)CN1N=C(c2ccccc2)Cn2c(cc3ccccc32)C1=O
→ -63	8
CCn1c(=O)c(C(=O)Nc2ncc(C)s2)c(O)c2ccccc21
→ -10	2
CCc1ccc(CN(Cc2ccccn2)C2CC(C)(C)NC(C)(C)C2)o1
→ -33	10
CC(C)OCCCN(Cc1ccncc1)Cc1cccc(F)c1F
→ -30	5

Looked up by compound from the entries so far:
Values run as follows: EP2 modulator	EP2 antag
COc1cc(-c2nnc(N(C(=O)C3CCC3)C(C)C)s2)cc(OC)c1OC
→ -76	5
COc1ccc(NC(=O)NC2CC3CCCC(C2)N3Cc2ccc(C)cc2)cc1 (centres undefined)
→ -85	23
CC(=O)Nc1ccc(NCc2cccs2)cc1
→ -73	8
COc1cccc(NC(=O)N2CCCC2C(=O)Nc2ccc(OC)c(OC)c2)c1 (centres undefined)
→ -48	9

Following part.
Values run as follows: EP2 modulator	EP2 antag
CC1CCc2c(sc3nc(C4CC4)nc(SCC(=O)NCc4ccc5c(c4)OCO5)c23)C1 (centres undefined)
→ 12	7
CCOc1ccc2c(c1)c1nnc(SCC(=O)NC3CCCCC3)nc1n2C
→ 6	5
CC(C)C(c1nnnn1Cc1ccco1)N1CCN(C2CCCCC2)CC1 (centres undefined)
→ -3	11
CN(C)CCOC(=O)c1ccc(N)cc1
→ 15	11
COc1ccc(C2(O)CCN(CC(O)c3ccc(C)c(C)c3)CC2)cc1 (centres undefined)
→ -39	10
CC(C)C(c1nnnn1Cc1ccc2c(c1)OCO2)N1CCN(c2ccccc2F)CC1 (centres undefined)
→ 21	15
Cc1cccc2c(C(=O)NCc3nc(-c4ccccc4Cl)no3)cc(=O)[nH]c12
→ -67	5
CC(Oc1ccccc1)C(=O)N[C@@H]1C(=O)N2[C@@H]1SC(C)(C)[C@@H]2C(=O)O (some centres undefined)
→ 9	10
Cn1c2ccc(Br)cc2c2nnc(SCC(N)=O)nc21
→ -4	7
Cc1ccc2cc(CN(CCN3CCCC3)C(=O)NC3CCCCC3)c(=O)[nH]c2c1C
→ -19	4
Cc1ccccc1OCC(=O)OC1CCCN(C)C1 (centres undefined)
→ -1	9
COc1ccc(-n2c(SCC(=O)Nc3cc(Cl)ccc3Cl)nnc2-c2ccncc2)cc1
→ -2	6
CCC(C)NC(=O)CCS(=O)(=O)c1nc(-c2ccc(OC)cc2)cc(C(F)(F)F)n1 (centres undefined)
→ -42	6
CC(=O)c1ccc(OCC(O)Cn2c[n+](C)c3cc(C)c(C)cc32)cc1 (centres undefined)
→ -27	9
CCn1c(CSCc2ccc(F)cc2)nnc1SCC(=O)Nc1nccs1
→ -55	16
CC(=O)NNC(=O)CSc1ncnc2sc3c(c12)CCC3
→ -5	10

Bioassay records as filed in PubChem BioAssay.
